Assay outcomes (PubChem BioAssay)
FEN1 inh: qHTS Assay for the Inhibitors of Human Flap endonuclease 1 (FEN1) | actives 0.35% (n = 390,000) | Recombinant FEN1 flap cleavage, fluorescence, 15 min | Potency, µM (series often up to 114 µM), without a hit: at the top dose activity change, negative = inhibition, hits mostly inhibitors | P39748; also: nearly all actives have a fitted effect of over 65% in size
Target sequence (P39748 whole entry, looked up): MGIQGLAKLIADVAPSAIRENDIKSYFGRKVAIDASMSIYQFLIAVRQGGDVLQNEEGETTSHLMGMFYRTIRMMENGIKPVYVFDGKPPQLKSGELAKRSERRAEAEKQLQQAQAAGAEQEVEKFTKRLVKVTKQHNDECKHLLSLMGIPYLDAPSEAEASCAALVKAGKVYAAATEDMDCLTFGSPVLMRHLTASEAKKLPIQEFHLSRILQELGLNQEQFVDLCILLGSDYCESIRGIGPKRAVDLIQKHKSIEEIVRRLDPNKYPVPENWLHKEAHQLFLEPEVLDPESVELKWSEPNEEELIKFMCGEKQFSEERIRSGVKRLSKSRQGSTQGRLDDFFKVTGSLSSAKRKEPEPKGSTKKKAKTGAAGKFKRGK
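Read-out was taken twice, immediately and after 15 min, following addition of 50 nM substrate to 10 nM FEN1 that had sat with test compound for 15 min at room temperature. Curves came from a four-parameter Hill model.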
DT40 TDP1 CPT: qHTS for Inhibitors of human tyrosyl-DNA phosphodiesterase 1 (TDP1): qHTS in cells in presence of CPT. chicken DT40 Tdp1-/-;hTDP1 cells + 20 nM CPT, ATP luminescence, 48 h. Potency, µM (titrated, usually from 46.2 µM), inactives show top-dose activity change, negative = growth inhibition, most hits filed as inhibitors. actives 12% (n = 420,000). AID 686979, 2013; also: nearly all actives have a fitted effect of over 55% in size
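Chicken DT40 Tdp1-/- cells stably complemented with human TDP1 were seeded at 400 cells/well in medium containing 20 nM camptothecin, exposed to pin-transferred compounds, and grown at 37 °C for at least 48 hr. Viability was read as ATP luminescence.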
N370S GC mod: qHTS Assay for Inhibitors and Activators of N370S glucocerebrosidase as a Potential Chaperone Treatment of Gaucher Disease; Lysosomal acid glucosylceramidase (Homo sapiens), P04062; N370S GC spleen homogenate, 4MU-glucoside fluorescence; Potency, µM (highest dose often 59.4 µM), inactives show at the top dose activity change, negative = inhibition, usual class: inhibitors; actives 0.092% (n = 330,000); AID 2101, 2009;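 also: 0% = full enzyme activity and -100% = no enzyme basal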
The depositor's hits bear a star; ? = inconclusive; · = not tested or not shown; & = joins results of further samples; [ ] = dose if it differs, or a comment. Calls follow the shape of the dose curve; as a rule, active = well fitted curve in the direction sought with a large enough effect; inconclusive = small, poorly fitted or top-dose-only effect, or another doubt; inactive = no such curve, though single readings can be large; an effect the other way counts as inactive or inconclusive. Unless noted, % is scaled to controls: 0 for no effect and ±100 for the full control effect; potency is read from the fitted curve at half-maximal effect.

Below each compound: N370S GC mod | FEN1 inh | DT40 TDP1 CPT
- O=C(Nc1ccc([N+](=O)[O-])cc1)c1ccc(S(=O)(=O)N2CCCC2)cc1
→ -6.6% | 13.4% | 0.6%
- CN(C)c1ccc(C(CNS(=O)(=O)c2ccc([N+](=O)[O-])cc2)N2CCOCC2)cc1 (configuration not stated)
→ 0.6% | 8.9% | -18.1%
- COc1ccc(CNc2nc(-c3ccccc3)nn2C(=O)c2ccc([N+](=O)[O-])cc2)cc1
→ 21.6% | -19.0% | 6.6%
- C/C(=N\NC(=O)c1c(C)nc2ccccn12)c1ccc(O)cc1O
→ -0.3% | -9.4% | 3.66µM*
- Cc1cc(C)cc(-n2nnc(-c3nsc(NC(=O)c4ccccc4Cl)n3)c2C)c1
→ · | -22.2% | -29.7%
- Cc1c(Cl)cccc1NC(=O)C(=O)NCC(c1cccnc1)N1CCN(c2ccccc2)CC1 (configuration not stated)
→ · | -0.7% | 16.4µM*
- Cc1ccc(NC(=O)C(=O)NCC2CCCN2S(=O)(=O)c2cccs2)c(C)c1 (configuration not stated)
→ -9.4% | -5.3% | 18.4µM*
- COc1ccc(-c2n[nH]c3c2CN(C(=O)c2ccc(OC)c(OC)c2)CC3)cc1
→ 6.3% | -3.7% | 8.2µM*
- CC(C)CCn1c(=O)c2ccccc2n2c(CN(C)Cc3ccccc3)nnc12
→ ? | -1.7% | 23.1µM*
- O=C(CSc1n[nH]c(=O)[nH]c1=O)Nc1ccc2c(c1)C(=O)c1ccccc1C2=O
→ -11.4% | 28.2µM* | ?
- CC1=N/C(=C\c2ccc([N+](=O)[O-])cc2)C(=O)N1c1cc(Cl)ccc1C
→ 3.3% | -2.7% | 10.3µM*
- O=C(c1ccccn1)c1conc1C(=O)c1ccc(Br)cc1
→ -3.8% | -20.6% | -1.6%
- O=S(=O)(NC(=S)NC1CCCCC1)c1ccccc1
→ 1.1% | 17.3% | -4.2%
- Cc1ccc(-c2noc(CN(C(=O)Cc3ccccc3)C(C)C)n2)cc1
→ ? | -4.0% | ?
- CCC(=O)c1ccccc1OCCCCn1cncn1
→ 2.1% | -14.0% | 0.7%
- O=C(COc1ccc(S(=O)(=O)NC2CCCC2)cc1)N1CCCCCC1
→ 1.9% | -1.3% | 1.7%
- CC(=O)c1cnc(-c2cccc(Cl)c2)s1
→ 1.5% | -16.4% | -3.9%
- O=C(NCc1ccccc1F)C1CCCN1C(=O)Nc1cccc(F)c1 (configuration not stated)
→ -3.7% | -8.7% | 3.2%
- COc1ccc(Nc2oc(-c3ccc(F)cc3)nc2C#N)cc1
→ -11.6% | -5.8% | -20.2%
- COc1ccc(CCC(=O)Nc2ccc(OC)c(S(=O)(=O)N3CCCCC3)c2)cc1
→ · | -13.4% | ?
- CCc1nnc(NS(=O)(=O)c2ccc(N/C=C\C(=O)c3ccc(F)cc3)cc2)s1
→ 17.1% | -5.5% | -1.1%
- O=C(c1cccc(S(=O)(=O)NCc2ccccc2)c1)N1CCN(c2ccc(F)cc2)CC1
→ · | -2.6% | ?
- O=C(CCN1CCOCC1)NCc1ccccc1
→ -14.5% | -7.9% | -13.8%
- O=C(c1ccncc1)N1CCC2(CCCN(Cc3nccs3)C2)CC1
→ -2.7% | · | 11.7%
- CN(C)CCN(C)Cc1ccccc1Sc1cccc2ccccc12
→ 22.8% | -4.9% | 9.2µM*
- Nc1c(-c2ccccc2)cnc2ncnn12
→ -7.0% | 7.1% | 11.2%
- CCOc1ncccc1C(=O)OC(C)C(=O)Nc1ccc(N2CCOCC2)cc1 (configuration not stated)
→ · | -17.4% | 5.3%
- CC(/C=C/c1ccccc1)=N\NC(=O)c1cc(C)[nH]n1
→ 4.8% | 20.2% | -24.4%
- C[C@H]1CN=C(Nc2ccccc2)N1CCc1ccccc1
→ -10.3% | 18.8% | -12.0%
- O=C(CN1CCCCCC1)Nc1ccc(F)c(F)c1
→ -1.5% | 4.8% | -5.6%

Next section, starting with the last 2 of the part before.
Below each compound: N370S GC mod | FEN1 inh | DT40 TDP1 CPT
- C[C@H]1CN=C(Nc2ccccc2)N1CCc1ccccc1
→ -10.3% | 18.8% | -12.0%
- O=C(CN1CCCCCC1)Nc1ccc(F)c(F)c1
→ -1.5% | 4.8% | -5.6%
- CCOc1ccc(C2c3[nH]c4ccccc4c3CCN2C(=O)CSCc2ccc(F)cc2)cc1 (configuration not stated)
→ · | -18.3% | ?
- Cc1ccc(S(=O)(=O)CCC(=O)OCc2nnc(-c3ccc([N+](=O)[O-])cc3)o2)cc1
→ · | -8.4% | 0.1%
- Cc1cccc(OCC(=O)Nc2cc(NC(=O)COc3cccc(C)c3C)cc(C(=O)O)c2)c1C
→ 2.6% | -32.1% | -18.9%
- CC(=O)c1cc2c(cc1C)CCCC2(C)C
→ · | -4.3% | -22.5%
- Cc1cccc(NC(=O)NNC(=O)c2cc3occc3[nH]2)c1C
→ -15.7% | -1.8% | 0.6%
- Cc1cc(Cl)ccc1NC(=S)N1CCN(C(=O)C2CCCO2)CC1 (configuration not stated)
→ 8.1% | -4.1% | -8.9%
- Cc1cc(=O)[nH]c2ccc(S(=O)(=O)NC3CCCCC3)cc12
→ -18.9% | 29.5% | ?
- CCN(C(=O)CSc1ccc2ccccc2c1)C1CCS(=O)(=O)C1 (configuration not stated)
→ -0.7% | -14.0% | 0.6%
- O=C(NC1CCN(S(=O)(=O)c2ccc(F)cc2)CC1)c1ccco1
→ 0.1% | 4.3% | -0.8%
- COC(=O)c1ccccc1N=Nc1c(C)n[nH]c1C
→ 0.2% | 11.2% | -15.2%
- COc1ccc(N=Cc2ccc(CNS(=O)(=O)c3ccc(Cl)cc3)o2)cc1
→ -0.6% | 0.8% | -3.6%
- CCOC(=O)c1c(C)[nH]c(C(=O)NNC(=O)c2ccc(C(C)(C)C)cc2)c1C
→ 5.4% | -2.5% | ?
- COc1ccccc1CNC(=O)CCc1c(C)nc2cc(-c3ccccc3OC)nn2c1C
→ 3.9% | -14.4%&-16.6% | ?
- CCOC(=O)c1sc(NC(=O)CNCc2ccccn2)c(C(=O)OCC)c1C
→ 27.1% | -5.8% | ?
- CCC(C)c1ccc2oc(-c3ccc(NC(=O)c4ncn[nH]4)cc3)nc2c1 (configuration not stated)
→ -0.5% | -0.1% | ?
- Nc1ccc(/C=C/c2ccnc3ccccc23)c(N)c1
→ · | ? | 10µM*
- COC(OC)C1(C)C(C#N)=C(N)Oc2c1c(=O)oc1ccccc21 (configuration not stated)
→ -0.4% | 14.6% | ?
- CCN1C(=O)c2cccc3c(NC(=O)c4ccc(S(=O)(=O)N5CCOCC5)cc4)ccc1c23
→ 1.4% | -1.5% | ?
- COC(=O)c1cc2c(s1)-c1cc(F)ccc1OC2
→ 18.7% | 4.5% | -10.0%
- O=[N+]([O-])c1ccccc1Sc1nccn1Cc1ccccc1
→ 4.9% | -5.9% | -12.1%
- CC(C)CC(=O)Nc1cc2c3c(c1)C(C)C(=O)N3CCC2 (configuration not stated)
→ 0.1% | -12.4% | 29.8%
- COC(=O)C1(NC(=O)CNC(=O)OCc2ccccc2)CCCC1
→ · | 0.6% | 5.5%
- CCOc1cc(-c2nc3cc(C)ccn3c2NCC2CCCO2)ccc1O (configuration not stated)
→ -4.7% | -13.1% | ?
- CCN(C(=O)Cn1nc(C)c([N+](=O)[O-])c1C)c1c(N)n(Cc2ccccc2)c(=O)[nH]c1=O
→ 0.1% | -0.3% | -19.2%
- Cc1ccc(OCCNCC(O)COc2ccccc2)cc1 (configuration not stated)
→ -11.9% | 18.3% | -28.2%
- CCSc1ccccc1C(=O)Nc1cc(OC)c(OC)c(OC)c1
→ -2.3% | -4.4% | 14.2%
- CCOc1ccc(C(C)NC(=O)Cc2ccccc2F)cc1OCC (configuration not stated)
→ -7.1% | 6.9% | 1.7%
- COc1cccc(Oc2ccc(OC)cc2C(=O)O)c1
→ -8.3% | -4.0% | 3.8%
- COc1ccc(C2=NC(=O)NC2c2ccc(OC)cc2)cc1 (configuration not stated)
→ 2.3% | 13.4% | -8.2%
- Cc1cc(C(=O)OCC(=O)NC2CCS(=O)(=O)C2)c2ccccc2n1 (configuration not stated)
→ -3.1% | 3.7% | 0.8%
- COc1ccccc1CNC(=O)C1CCCN(c2nnc(C)c3c(C)n(-c4ccccc4)nc23)C1 (configuration not stated)
→ · | -8.2% | 20.6µM*
- CCSc1nnc(NC(=O)c2ccccn2)s1
→ 21.0% | -1.6% | 5.01µM*
- O=S(=O)(c1cccs1)N1CCN(CC(O)COc2cc(Cl)ccc2Cl)CC1 (configuration not stated)
→ -9.7% | -8.2% | ?
- Cn1ncc2c(NNC(=O)Cc3ccccc3)ncnc21
→ 0.9% | -11.1% | 4.3%
- O=C(Nc1cccc(-c2nn[nH]n2)c1)c1csc2c1CCCC2
→ 25.1% | 3.0% | -2.4%
- CCOc1ccc(NC(=O)Cn2c(=O)cc(C)c3c(C)nn(-c4cccc(Cl)c4C)c32)cc1
→ · | 1.5% | 25.9µM*
- CCc1ccccc1NC(=O)C1CCCN(S(=O)(=O)c2ccc3[nH]c(=O)ccc3c2)C1 (configuration not stated)
→ · | 14.1% | -22.8%
- N#Cc1c(-c2ccccc2)c(-c2ccccc2)nn(CC(=O)NNC(=O)Nc2ccc(Cl)cc2)c1=O
→ -8.7% | 2.7% | ?
- CCOC(=O)CN1C(=O)N[C@@H](c2ccc(Br)cc2)C(C(=O)OC)=C1C
→ 2.4%[12.8 µM] | -17.7% | ?
- FC(F)(F)c1ccccc1-c1cncnc1NCc1cccs1
→ -6.3% | · | -6.3%
- CCN(CC)S(=O)(=O)c1cccc(C(=O)/C=C2/N(C)c3ccccc3C2(C)C)c1
→ 2.4% | -1.2% | 20.6µM*
- Cc1nc2cc(C(=O)OCC(=O)NC34CC5CC(CC(C5)C3)C4)ccc2n1-c1ccccc1
→ 3.2% | -12.7% | 5.8%
- NNC(=O)c1ccc(Cn2cc(Cl)cn2)o1
→ 4.4% | 16.9% | -1.7%
- Cc1ccc(NC(=O)CCCc2nc3ccccc3c(=O)[nH]2)c(Cl)c1
→ · | -7.5% | 18.4µM*
- CCOc1cccc(N2CCN(CCNC(=O)Nc3ccc(C)cc3)CC2)c1C
→ -2.3% | -2.4% | ?
- CC(C)(C)NC(=O)/C=C/c1cccs1
→ -0.5% | 2.4% | 1.7%
- O=C(O)CCNC(=O)OCC1c2ccccc2-c2ccccc21
→ -6.4% | -10.9% | 8.2µM*
- O=C(NCC12CC3CC(CC(C3)C1)C2)c1cc2n(n1)C(C(F)(F)F)CC(c1ccco1)N2 (configuration not stated)
→ ? | -1.7% | 10.3µM*
- CCOC(=O)N1CCN(C(=O)CSCC(=O)Nc2nc(-c3ccc(OC)cc3)cs2)CC1
→ -3.3% | -6.0% | ?
- Nc1ccccc1SCC1CSc2nc3ccccc3c(=O)n21 (configuration not stated)
→ 17.3% | -2.1% | -12.6%

The list continues.
Below each compound: N370S GC mod | FEN1 inh | DT40 TDP1 CPT
- CCOC(=O)Cc1csc(NC(=O)Cc2ccc(C)cc2)n1
→ 2.6% | 2.3% | -5.0%
- CCn1cc(C(=O)O)c(=O)c2cc(F)c(N/N=C/c3ccccc3[N+](=O)[O-])cc21
→ -8.0% | -20.0% | 4.11µM*
- Cc1ncc(CN=Cc2ccc(Cl)cc2)c(N)n1
→ 5.2% | -1.7% | -6.3%
- COC(=O)c1ccc(NC(=O)C2CCCO2)cc1 (configuration not stated)
→ 1.9% | -1.4% | -22.7%
- FC(F)C(F)(F)c1cc(-c2ccccc2)n[nH]1
→ -4.6% | -6.0% | 7.3%
- c1ccc(-n2nnnc2-c2cccnc2)cc1
→ 5.0% | 3.9% | -7.9%
- CCN(C(=O)c1ccc(Cl)c([N+](=O)[O-])c1)c1ccccc1
→ 13.2% | 2.2% | ?
- O=C(CCCCCNC(=S)Nc1ccc(Cl)cc1)C[N+](=O)[O-]
→ 5.2% | 1.5% | -12.1%
- CCOC(=O)c1c(C)[nH]c(C(=O)COC(=O)C(C)N2C(=O)C3CCCCC3C2=O)c1C (configuration not stated)
→ 9.3% | -2.2% | ?
- Cc1ccsc1C(=O)N/N=C/C=C/c1ccccc1[N+](=O)[O-]
→ 21.7% | -5.3% | 20.6µM*
- COc1cc(NC(=O)CNC(=O)Cn2c(C)cc3ccccc3c2=O)cc(OC)c1OC
→ -0.9% | 5.6% | 13µM*
- O=C(COc1cc2oc(=O)c3c(c2cc1Cl)CCCC3)NCc1cccnc1
→ 16.7% | -10.0% | -17.3%
- Cc1nc(N)nc(Nc2ccc(Cl)cc2)c1Br
→ 1.8% | -13.5% | ?
- O=C(COC(=O)c1cncc(Br)c1)NCc1cccs1
→ · | 17.8% | -6.9%
- O=C(NCCS(=O)(=O)N1CCN(c2ccccc2)CC1)C1CC1
→ -10.6% | 6.0% | -4.6%
- N#C/C(=C\c1cccnc1)C(=O)Nc1ccccc1[N+](=O)[O-]
→ 7.3% | ? | ?
- O=C1NC(c2ccccc2)=NC1(NS(=O)(=O)c1ccccc1)C(F)(F)F (configuration not stated)
→ 18.4% | -17.0% | 1.0%

A portion of the library; the hit share may differ from the screen's.
